# Screening results as filed in PubChem.
# SRC3 TRFRET art: TR-FRET detection interference compounds, artefact control for PPARgamma SRC-3 recruitment agonists, biochemical, TR-FRET ratio | TR-FRET ratio at 8 µM | 99,000 tested, 0.39% active | AID 1048, 2008 | TR-FRET artefact counter-screen, PPARgamma/SRC-3 format; active compounds read high; in the data active means TR-FRET ratio above about 2000; further: inactives centre near 1600
# SRC1 TRFRET art: TR-FRET detection interference compounds, primary screen, artefact control for PPARgamma SRC-1 recruitment agonists, biochemical, TR-FRET emission ratio; AID 1051, 2008; 99,000 tested, 0.34% active; TR-FRET ratio at 8 µM; TR-FRET detection artefact counter-screen; active compounds read high; in the data active means TR-FRET ratio above about 2300; further: inactives centre near 1800
# An asterisk follows results filed as active. Only part of the results is shown; the hit share may differ from the screen's.
SMILES,SRC3 TRFRET art,SRC1 TRFRET art
CC(C)CCNC(=O)c1cc(C(=O)c2cc(F)ccc2O)cn(CCC(C)C)c1=O,1715,2002
O=c1[nH]c(=S)[nH]c(O)c1N=Nc1cc2c(cc1[N+](=O)[O-])OCO2,1541,1809
O=P(CCl)(Nc1ccccc1)C(Cl)(Cl)Cl (stereo not drawn),1401,1807
Oc1ccc2c3c1O[C@H]1c4[nH]c5ccccc5c4C[C@@]4(O)C(C2)N(CC2CC2)CC[C@]314,1617,1852
COc1ccc(-c2cc(=Nc3cccc(C(=O)O)c3)c3cc(C)ccc3o2)cc1,1913,2050
CC(NCC#Cc1ccccc1)C(O)c1ccccc1 (stereo not drawn),1658,1772
CC(=O)[C@H]1CC[C@H]2[C@@H]3CC[C@H]4C[C@H](O)CC[C@]4(C)[C@H]3C(=O)C[C@]12C,1826,1785
CCN1C(=O)/C(=C/c2ccc(N(CC)CC)cc2OC)C(=O)NC1=S,1668,1783
Cc1ccc(Cn2nnnc2CN2CCC(n3nnc4cc(C)ccc43)CC2)cc1,1500,1779
COc1ccc(CNC(C)Cc2cccs2)cc1 (stereo not drawn),1406,1838
O=[N+]([O-])c1ccc(N2CCOCC2)c2ccncc12,1442,1290
Cc1nn(Cc2ccc(Cl)cc2Cl)c(Cl)c1C(=O)NC1CCCc2ccccc21 (stereo not drawn),1516,1838
COc1cc2c(cc1OC)-c1c(OC)c(OC)cc3c1[C@H](C2)N(C)CC3,1551,1818
CC[C@]12C=CCN3CCC4(c5cc(Br)c(OC)cc5N(C)C4[C@@](O)(C(=O)OC)[C@@H]1OC(C)=O)C32 (stereo partly drawn),1653,1667
O=C(COC(=O)c1ccccc1)Nc1ccc(Cl)cc1C(=O)c1ccccc1,1612,1767
Cc1ccsc1C(=O)C1CCCN(Cc2cccc(-n3cccn3)c2)C1 (stereo not drawn),1353,1519
O=C1NC(=O)N(c2ccccc2F)C(=O)/C1=C/c1ccc(Oc2ccc([N+](=O)[O-])cn2)cc1,1616,1661
CC(Cc1ccccc1)NC(=O)/C=C/C(=O)O (stereo not drawn),1467,1594
CC(C)C/C(=N/O)c1cn(C)c2ccccc12,1854,1930
Cc1ccc(-n2c(C)nc3ccccc3c2=O)cc1C,1586,1552
C=CCN1C(=O)NC(=O)/C(=C/C=C/c2ccccc2)C1=O,1694,1915
CCC(=NCCc1c[nH]c2ccccc12)c1c(O)n(-c2ccc(C)cc2)c(=O)[nH]c1=O,1622,1875
CCc1ccc(CNCCc2ccccc2F)cc1,1681,2025
COP(=O)(NS(=O)(=O)c1ccccc1)OC,1502,1697
c1ccc2c(c1)OCC(C1=NCCN1)O2 (stereo not drawn),1564,1624
CC1CC(OC(=O)c2ccccc2)CC(C)N1C (stereo not drawn),1519,1520
Cc1[nH]n(-c2ccccc2)c(=O)c1C(c1ccc([N+](=O)[O-])cc1)c1c(C)[nH]n(-c2ccccc2)c1=O,1622,1890
Cc1oc(-c2ccccc2Cl)nc1CN1C(=O)CN=C(c2ccccc2)c2ccccc21,1745,1920
CCc1ccccc1N1C(=O)/C(=C/c2ccc(N3CCN(C)CC3)o2)C(=O)NC1=S,1280,1610
COc1cc(N)c(Cl)cc1C(=O)NC1CN2CCC1CC2 (stereo not drawn),1514,1741
N=c1c[n+](C2CCCCC2)[n-]o1,1783,1706
O=C(N=Nc1c(O)[nH]c(=O)[nH]c1=O)C1COc2cc3ccccc3cc2O1 (stereo not drawn),1433,1800
Cc1ccc(N=C(N(C)C)P(=O)(N(C)C)N(C)C)cc1,1752,1682
Fc1ccc(CN2CCN(c3ccc(Cl)cc3)CC2)cc1,1607,1917
CN(C)S(=O)(=O)c1cc(NC(=O)COC(=O)Cc2ccccc2)ccc1Cl,1532,1883
CC(C)N1CCN(c2ccc(O)cc2)CC1,1628,1801
CCC(=O)N1CC(=O)Nc2ccc(Br)cc2C1c1ccccc1 (stereo not drawn),1516,1981
COc1nc2ccccc2c(=O)n1-c1ccc(Cl)cc1,1492,1875
O=c1[nH]c(=S)n(Cc2ccc(F)cc2)c(O)c1/C=N/N1CCCCC1,1581,1982
Cc1ccc(NC(=O)c2cn(CCC#N)nc2-c2ccc3c(c2)OCCO3)c([N+](=O)[O-])c1,1555,1849

# A stretch from further up, for reference:
SMILES,SRC3 TRFRET art,SRC1 TRFRET art
CCc1ccc(CNCCc2ccccc2F)cc1,1681,2025
COP(=O)(NS(=O)(=O)c1ccccc1)OC,1502,1697
c1ccc2c(c1)OCC(C1=NCCN1)O2 (stereo not drawn),1564,1624
CC1CC(OC(=O)c2ccccc2)CC(C)N1C (stereo not drawn),1519,1520
Cc1[nH]n(-c2ccccc2)c(=O)c1C(c1ccc([N+](=O)[O-])cc1)c1c(C)[nH]n(-c2ccccc2)c1=O,1622,1890
Cc1oc(-c2ccccc2Cl)nc1CN1C(=O)CN=C(c2ccccc2)c2ccccc21,1745,1920
CCc1ccccc1N1C(=O)/C(=C/c2ccc(N3CCN(C)CC3)o2)C(=O)NC1=S,1280,1610
COc1cc(N)c(Cl)cc1C(=O)NC1CN2CCC1CC2 (stereo not drawn),1514,1741
N=c1c[n+](C2CCCCC2)[n-]o1,1783,1706
O=C(N=Nc1c(O)[nH]c(=O)[nH]c1=O)C1COc2cc3ccccc3cc2O1 (stereo not drawn),1433,1800
Cc1ccc(N=C(N(C)C)P(=O)(N(C)C)N(C)C)cc1,1752,1682
Fc1ccc(CN2CCN(c3ccc(Cl)cc3)CC2)cc1,1607,1917
CN(C)S(=O)(=O)c1cc(NC(=O)COC(=O)Cc2ccccc2)ccc1Cl,1532,1883
CC(C)N1CCN(c2ccc(O)cc2)CC1,1628,1801
CCC(=O)N1CC(=O)Nc2ccc(Br)cc2C1c1ccccc1 (stereo not drawn),1516,1981
COc1nc2ccccc2c(=O)n1-c1ccc(Cl)cc1,1492,1875
O=c1[nH]c(=S)n(Cc2ccc(F)cc2)c(O)c1/C=N/N1CCCCC1,1581,1982
Cc1ccc(NC(=O)c2cn(CCC#N)nc2-c2ccc3c(c2)OCCO3)c([N+](=O)[O-])c1,1555,1849
